JMJD2C inh = inhibitors of GASC-1 histone demethylase, primary screen, biochemical, fluorescence, DELFIA europium. Lysine-specific demethylase 4C (Homo sapiens), Q9H3R0. GST-JMJD2C(1-420) H3K9me3 demethylation. inhibition, % at 2.35 µM. actives 0.069% (n = 330,000). AID 2099, 2009;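 active means more than half of a compound's replicate wells show inhibition beyond 50%, single wells judged on their own value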;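 further: signal counts dimethyl H3K9 product captured on neutravidin plate; 0% = median of DMSO wells and 100% = 0.3 times that DMSO median; strong numbers were not always called active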
CR mimetic SO = reduction of superoxide in aged yeast, primary screen, HTS. S. cerevisiae aged cells, superoxide DHE fluorescence; hits give low values. superoxide response (% of plate mean), % at 10 µM. actives 0.18% (n = 330,000);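 active means superoxide response under a set limit, about three screen SD below normal, cut at about 65% in these data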;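 further: yeast aged for seven days with compound at 30 °C before DHE staining; 100% = average MFI of all compound-treated wells on the plate with controls excluded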
CTSL1 counter = Fasciola hepatica cathepsin L1 inhibitors, primary screen, counter-screen for PFM18AAP inhibitor project, biochemical, QFRET, fluorogenic peptide substrate; actives 0.49% (n = 300,000); recombinant F. hepatica cathepsin L1, Z-Leu-Arg-MCA fluorescence; inhibition, % at 5.96 µM;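 active means inhibition above the mean of all tested compounds plus 3 SD, set per screening campaign, cut at about 17% in these data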;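 further: 0% = plate median of test compound wells and 100% = 1 µM Z-Phe-Ala-diazomethylketone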
PP1 counter = PP1-alpha phosphatase inhibitors, primary screen, counter-screen for PP5 inhibitor project, biochemical, fluorescence, OMFP substrate, single point; Serine/threonine-protein phosphatase PP1-alpha catalytic subunit (Homo sapiens), P62136; purified PP1alpha; inhibition, % at 6.7 µM; actives 0.9% (n = 320,000); AID 2235, 2010;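 active means inhibition above the mean inhibition of all tested compounds plus 3 SD, computed separately for each screening campaign, cut at about 15% in these data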
Target sequence (P62136 whole entry, looked up): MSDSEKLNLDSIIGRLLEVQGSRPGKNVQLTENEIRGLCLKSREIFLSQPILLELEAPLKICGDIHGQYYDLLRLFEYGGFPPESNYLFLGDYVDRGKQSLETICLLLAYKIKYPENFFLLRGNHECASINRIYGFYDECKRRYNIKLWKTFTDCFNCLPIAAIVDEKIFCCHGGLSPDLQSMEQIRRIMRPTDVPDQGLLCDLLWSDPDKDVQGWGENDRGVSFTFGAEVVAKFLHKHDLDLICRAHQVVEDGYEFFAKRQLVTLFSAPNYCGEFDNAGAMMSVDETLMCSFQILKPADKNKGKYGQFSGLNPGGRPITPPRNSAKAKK
PP5 inh = PP5 phosphatase inhibitors, primary screen, biochemical, fluorescence; Serine/threonine-protein phosphatase 5 (Homo sapiens), P53041; purified PP5c, OMFP substrate fluorescence; inhibition, % at 6.7 µM; actives 0.18% (n = 320,000);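 active means inhibition above the campaign's mean inhibition across all tested compounds plus 3 SD, cut at about 9.5% in these data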;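 further: 0% = DMSO only and 100% = 100 µM cantharidin control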
Target sequence (P53041 whole entry, looked up): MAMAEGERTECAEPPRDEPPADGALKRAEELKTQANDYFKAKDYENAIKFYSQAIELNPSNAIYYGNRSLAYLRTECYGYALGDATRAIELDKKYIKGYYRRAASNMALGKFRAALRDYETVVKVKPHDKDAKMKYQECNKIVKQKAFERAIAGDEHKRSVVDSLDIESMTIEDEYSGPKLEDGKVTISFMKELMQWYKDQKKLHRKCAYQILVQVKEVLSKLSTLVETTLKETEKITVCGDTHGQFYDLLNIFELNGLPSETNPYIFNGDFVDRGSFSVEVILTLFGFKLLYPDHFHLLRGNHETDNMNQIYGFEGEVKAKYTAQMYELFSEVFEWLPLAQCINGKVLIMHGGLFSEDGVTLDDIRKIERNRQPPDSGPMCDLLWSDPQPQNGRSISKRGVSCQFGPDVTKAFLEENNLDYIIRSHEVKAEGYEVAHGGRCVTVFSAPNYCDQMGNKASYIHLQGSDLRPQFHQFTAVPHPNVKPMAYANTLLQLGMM
EBNA-1 inh = EBNA-1 DNA-binding inhibitors, primary screen, biochemical, fluorescence polarization. inhibition, % at 14.8 µM. actives 0.34% (n = 300,000); in the data active means inhibition above about 28%
ZTA DNA inh = ZTA (EBV) inhibition in EBNA-1 counter-screen. actives 0.15% (n = 320,000). ZTA-DNA binding, fluorescence polarization. inhibition, % at 11 µM. P03206; in the data active means inhibition above about 33%
Target sequence (P03206 whole entry, looked up): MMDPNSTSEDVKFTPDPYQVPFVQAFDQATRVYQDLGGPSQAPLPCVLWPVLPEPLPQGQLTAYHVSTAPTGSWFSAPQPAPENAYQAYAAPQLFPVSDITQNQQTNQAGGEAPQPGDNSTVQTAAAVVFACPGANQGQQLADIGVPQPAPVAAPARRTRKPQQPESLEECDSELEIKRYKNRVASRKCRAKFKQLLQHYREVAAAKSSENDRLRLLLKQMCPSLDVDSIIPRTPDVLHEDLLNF
HCV core dimer = inhibitors of HCV core protein dimerization, primary screen, biochemical, TR-FRET, high-throughput | TR-FRET GST/Flag-core106 dimerization, 1536-well | inhibition, % at 5 µM | actives 0.33% (n = 300,000) | AID 1899, 2009;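 active means inhibition above the mean of all tested compounds plus 3 SD, set per screening campaign, cut at about 45% in these data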
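Test system: GST/Flag-tagged HCV core106 proteins; Medium: KF-containing HEPES buffer, pH 7.45, DTT, CHAPS, BSA; Times: compound-protein-antibody incubation 4 h at 22.5 °C; Detection: TR-FRET 671 and 617 nm emission; Benchmarks: wells lacking GST-core106 and wells with excess unlabelled core106.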
TPT1 inh = Candida albicans TPT1 enzyme inhibitors, primary screen, biochemical, fluorescence polarization; tRNA 2'-phosphotransferase TPT1 (Candida albicans SC5314); inhibition, % at 5 µM; actives 0.81% (n = 300,000); recombinant caTPT1, FP RNA substrate dephosphorylation;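 active means inhibition above the mean of all tested compounds plus 3 SD, set per screening campaign, cut at about 24% in these data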;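 further: plate controls were DMSO alone for no effect and ferristatin control at 100 nM for full effect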
An asterisk follows results filed as active; . = no result given.

SMILES	JMJD2C inh	CR mimetic SO	CTSL1 counter	PP1 counter	PP5 inh	EBNA-1 inh	ZTA DNA inh	HCV core dimer	TPT1 inh
CCC1C(=O)N=C(SCC(=O)Nc2ccc(Br)cn2)NC1=O (configuration not stated)	-6	87	1	1	1.5	3	-7	1	-1
c1ccc(Cn2cc(-c3cccnc3)cn2)cc1	-1	93	.	-5	3.1	.	-9	.	.
CN(CC(=O)O/N=C(\N)c1ccccn1)S(=O)(=O)c1ccc(Br)cc1	11	111	-30	-2	3.8	2	-28	-4	1
CC(CCc1ccccc1)NC(=O)CCNC(=O)Cn1ccc2ccccc2c1=O (configuration not stated)	10	90	-3	0	0.2	15	6	-3	0
COc1ccc(S(=O)(=O)N2CCCCCC2)cc1C(=O)N(C)Cc1cccs1	-4	97	-1	-1	1.0	-8	0	2	-1
COc1ccc(NC(=O)c2cc(-c3ccc(C)cc3)on2)cc1OC	-10	101	-3	1	1.4	-7	5	-2	1
Cn1c(=O)c2c(nc(NCc3ccccc3)n2C)n(C)c1=O	0	95	1	2	1.8	11	22	3	4
Cc1cccc(C)c1NC(=O)CSc1nnnn1C	-14	108	2	-3	-1.9	-9	18	-6	3
O=C(COC(=O)c1ccccc1-n1cnnn1)c1ccc(Br)cc1	4	104	1	-6	3.2	3	-7	1	-3
Cc1ccc(C(=O)N(Cc2nc(-c3ccc(C)cc3)no2)C(C)C)cc1	-1	109	3	1	2.9	9	1	6	0
Cc1cc(C)n2c(SCc3ccc(Cl)cc3Cl)nnc2n1	-1	115	-3	-1	3.4	1	-5	10	2
Cc1cc(C)n(-c2ccc(Cl)c(C(=O)OCC(N)=O)n2)n1	-1	106	-1	-5	0.2	36*	10	-1	0
O=C(NC1CCS(=O)(=O)C1)c1cccc(S(=O)(=O)N2CCCCC2)c1 (configuration not stated)	0	86	0	-1	-1.0	-3	-5	6	0
CN(C)C(=O)C12CCC(C)(c3nc4ccccc4nc31)C2(C)C (configuration not stated)	-10	96	-1	-8	-0.4	-2	3	-2	18
COc1ccc(N(CC(=O)N2CCN(c3ccc(Cl)cc3)CC2)S(=O)(=O)c2c(C)n[nH]c2C)cc1	35	99	-1	-1	3.5	1	6	4	-1
O=C(O)/C=C/C(=O)Nc1ccc(Oc2ncnc3cc(Cl)ccc23)nc1	3	110	-1	-2	-2.2	4	11	2	0
CCCc1c(NC(=O)Nc2ccc(Cl)cc2Cl)cnn1-c1ccccc1	45	116	2	0	0.1	15	4	3	-1
NS(=O)(=O)c1ccc(CNC(=O)c2cc(-c3cccnc3)nc3ccc(Br)cc23)cc1	-3	99	1	-2	-2.4	7	1	24	0
O=C(NCCCn1ccnc1)c1cc(C(=O)C2CCCCC2)c[nH]1	3	104	-3	-3	2.6	-6	-5	1	1
C=CCC(NCc1ccccc1)c1ccc(C)o1 (configuration not stated)	4	111	-1	-5	4.4	7	0	-2	2
Cc1ccc(-c2ccc(CCC(=O)O)n2NC(=O)c2ccc([N+](=O)[O-])cc2)cc1	-7	99	-2	0	1.9	-7	17	-1	1
O=C(NC1CCCCC1)C(c1ccc2ncccc2c1)N(Cc1ccc2c(c1)OCO2)C(=O)c1cccs1 (configuration not stated)	2	99	-5	-4	0.9	0	5	6	-1
Cc1ccc(S(=O)(=O)N(CC(O)CN2C(=O)NC(C)(C)C2=O)c2cccc([N+](=O)[O-])c2)cc1 (configuration not stated)	10	119	6	-1	1.9	-9	10	-1	4
CCOC(=O)c1c(NC(=O)COC(=O)c2nc(Cl)ccc2Cl)sc2c1CCC2	2	98	-3	-2	3.8	5	-11	5	0
CCCn1c(N)c(C(=O)CSc2n[nH]c(-c3ccc(C)cc3)n2)c(=O)[nH]c1=O	5	111	-2	-4	0.4	-15	-7	-4	-3
O=C(CCN1C(=O)c2cccc3cccc(c23)C1=O)N1CCN(c2ccccc2F)CC1	2	98	0	-4	2.7	-12	-26	-6	1
CCCCNC(=O)C1c2cc(OC)c(OC)cc2C(=O)N(C)C1c1ccc(OC)cc1 (configuration not stated)	-8	107	0	-2	2.5	-15	-21	-3	-2
Cc1cc(C)c(C#N)c(Nc2cccc(C)c2C)n1	0	105	0	-1	-0.3	-5	-17	-2	-3
CC1CCN(S(=O)(=O)c2ccc3c(c2)n(C)c(=O)n3C)CC1	0	100	-3	2	0.8	-14	0	0	1
Cc1ccc(S(=O)(=O)NN2C(=O)/C(=C/c3cccc(F)c3)SC2=S)cc1	0	127	3	5	3.0	2	11	-3	1

Brought forward from above: 6 compounds; new compounds follow.
SMILES	JMJD2C inh	CR mimetic SO	CTSL1 counter	PP1 counter	PP5 inh	EBNA-1 inh	ZTA DNA inh	HCV core dimer	TPT1 inh
CCCn1c(N)c(C(=O)CSc2n[nH]c(-c3ccc(C)cc3)n2)c(=O)[nH]c1=O	5	111	-2	-4	0.4	-15	-7	-4	-3
O=C(CCN1C(=O)c2cccc3cccc(c23)C1=O)N1CCN(c2ccccc2F)CC1	2	98	0	-4	2.7	-12	-26	-6	1
CCCCNC(=O)C1c2cc(OC)c(OC)cc2C(=O)N(C)C1c1ccc(OC)cc1 (configuration not stated)	-8	107	0	-2	2.5	-15	-21	-3	-2
Cc1cc(C)c(C#N)c(Nc2cccc(C)c2C)n1	0	105	0	-1	-0.3	-5	-17	-2	-3
CC1CCN(S(=O)(=O)c2ccc3c(c2)n(C)c(=O)n3C)CC1	0	100	-3	2	0.8	-14	0	0	1
Cc1ccc(S(=O)(=O)NN2C(=O)/C(=C/c3cccc(F)c3)SC2=S)cc1	0	127	3	5	3.0	2	11	-3	1
O=C(NNC(=O)c1ccccc1[N+](=O)[O-])Nc1ccc(Cl)cc1	-3	99	-1	-3	3.7	-15	1	-3	-1
CC(C)(C)C(=O)NC(=S)Nc1sc2c(c1C#N)CCCCC2	0	87	3	-5	-2.1	17	15	-2	-1
Cc1ccc(S(=O)(=O)Cc2nc3ccccc3c(=O)[nH]2)cc1	8	88	4	-1	-1.4	9	12	1	-1
CC(=O)OC(Cn1nc(C)cc1C)c1ccccc1 (configuration not stated)	-3	100	-4	-6	0.3	2	-7	-2	-1
Cc1ccc(NC(=S)NC(NC(=O)c2ccccc2)C(Cl)(Cl)Cl)c(C)c1 (configuration not stated)	-18	104	-9	8	4.3	-7	12	1	3
O=C1CCC([N+](=O)[O-])C(c2ccc(-c3ccccc3)cc2)N1 (configuration not stated)	4	91	1	-3	0.2	13	-2	-4	-3
COc1ccccc1CN(C)C(=O)c1ccccc1Sc1ccccc1C#N	2	95	6	-3	-5.6	-1	5	-18	-3
Nc1ccc(S(=O)(=O)Nc2nccs2)cc1	.	97	1	-10	4.5	-6	1	8	-1
CCN(Cc1ccncc1)C(=O)C1CCC(=O)N(Cc2ccc(Cl)cc2)C1 (configuration not stated)	-45	97	-3	-4	-0.3	3	8	6	3
C=CCOc1c(Cl)cc(CNc2nccs2)cc1OC	-3	96	1	-2	0.1	-2	11	-3	1
Cc1ccc(S(=O)(=O)CC(=O)N2CC(C)OC(C)C2)cc1 (configuration not stated)	-5	102	1	-1	-1.0	0	-4	-6	-3
CC(C)(C)OC(=O)N1CCC[C@H]1C(=O)N/N=C/c1cccc2nccnc12	-2	106	1	-3	-2.2	-3	5	-10	2
CCOc1ccc(C(C)=O)cc1Cn1c(=O)oc2ccccc21	4	114	4	3	0.8	-5	2	12	1
O=C(Nc1nc(-c2cccc3ccccc23)cs1)c1ccc2c(c1)S(=O)(=O)c1ccccc1C2=O	3	127	-5	-1	0.7	-9	10	8	0
C=C(C)[C@@H]1CC=C(CN2CCC(CCOC)(C(=O)OCC)CC2)CC1	-2	94	-2	3	-1.4	-13	-16	-3	-4
CN(C(=O)COc1ccc(Cl)cc1Cl)c1nnc(C23CC4CC(CC(C4)C2)C3)s1	-15	98	0	-5	-1.8	1	-6	-2	-1
CC1CN(C(=O)CCC(=O)NCCCc2ccccc2)c2ccccc2O1 (configuration not stated)	4	99	3	-2	-1.6	8	18	-1	4
CCOc1ccc(NC(=O)C2C(c3ccccc3)C2(Cl)Cl)cc1 (configuration not stated)	-2	98	-1	-2	3.0	-4	-11	8	-4
O=C(Nc1ccc(N2CCOCC2)nc1)c1ccc(Cl)cc1	3	93	-3	-2	1.8	9	-7	3	0
Cn1c(SCC(=O)NCc2cccs2)nnc1-c1cccs1	5	97	1	-3	1.5	4	-3	0	1
CC(C)c1ccc(N2CC(C(=O)Nc3nccs3)CC2=O)cc1 (configuration not stated)	-1	129	-5	-1	3.4	10	-5	4	-3
O=C(COC(=O)c1ccccc1Br)Nc1cc(S(=O)(=O)N2CCOCC2)ccc1N1CCCC1	-4	104	4	-1	-1.0	-2	-9	5	-2
COc1cccc(NC(=O)CN(C)C(C)C(=O)N2CCCC2)c1 (configuration not stated)	-1	86	.	-3	0.4	.	1	.	.
CCOC(=O)C1(CC2CCCCO2)CCN(C(=O)Nc2ccc3c(c2)OCO3)CC1 (configuration not stated)	8	106	-2	4	0.8	6	20	-6	38*
CC1(C)CC(=O)C(C=NCC(O)c2ccccc2)=C(O)C1 (configuration not stated)	-35	103	-3	0	0.5	-1	-16	-3	0
O=C(OCCCc1cc2ccccc2c(=O)o1)c1ccc(C(F)(F)F)cc1	8	89	.	1	1.1	.	8	.	.
Cc1ccc(-n2c(Cc3ccccc3)nnc2SCC(=O)NNC(=O)Cc2ccccc2)cc1	11	78	-2	1	-1.7	3	-15	3	-2
CC(C)(C)OC(=O)N1CCN(CCNC(=O)c2ccccc2)CC1	7	102	-5	-2	1.8	-5	-7	6	-1
Cc1ccc(-n2c(=O)c3sccc3n(Cc3cc(=O)n4ccccc4n3)c2=O)cc1F	-4	105	1	-2	-0.6	-3	-3	4	-2
CN(C(=O)COC(=O)CCC(=O)c1ccc(Cl)cc1)c1c(N)n(Cc2ccccc2)c(=O)[nH]c1=O	0	108	-18	0	2.4	-1	0	1	8
O=C(O)CC(SCC(=O)Nc1ccc(S(=O)(=O)N2CCCC2)cc1)C(=O)O (configuration not stated)	1	99	-3	-2	-1.4	-5	-9	-2	-5
O=C(CSc1nnc(Cc2ccccc2)o1)NCCc1ccccc1	3	100	12	-3	-2.6	-5	6	1	-2
O=C(CN1C(=O)C2CCCCC2C1=O)N1CCN(c2ccc(F)cc2)CC1 (configuration not stated)	9	109	0	0	2.2	-15	2	2	0
Cc1ccc(C)c(NC(=O)c2sc(Cl)nc2-c2ccccc2)c1	-11	86	3	0	0.1	10	-9	-2	-1
CCCOc1ccc(/C=N/NC(=O)CSCc2ccc([N+](=O)[O-])cc2)cc1OCC	1	94	1	4	2.4	-5	15	3	5
COc1ccc(C2C(=O)N(C3CCCCC3)CC(=O)N2Cc2ccco2)cc1 (configuration not stated)	3	89	0	-4	0.0	-6	0	1	-3
O=C(O)/C=C/C(=O)Nc1ccc(-n2ccc(C(F)(F)F)n2)cc1	-2	115	-2	-2	0.0	12	-3	6	2
O=[N+]([O-])c1ccc(/C=N/NC(=S)Nc2ccccc2C(F)(F)F)o1	7	94	3	1	-1.6	5	-11	7	1

From PubChem
